# Source: PubChem (several laboratories)
# RPL19A TOR yeast = RPL19A-GFP expression modulators in yeast, primary screen, cell-based, S. cerevisiae, multiplex flow cytometry, MLPCN. 330,000 compounds, 0.3% hits. S. cerevisiae RPL19A-GFP strain, 3 h; hits give low values. percent response vs DMSO, % at 10 µM;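 active = percent response vs DMSO below 50%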;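 also: median channel GFP fluorescence of the barcoded RPL19A-GFP strain; ratio of sample median GFP to plate DMSO average so 100% = DMSO; lower means less RPL19A-GFP as with rapamycin TOR inhibition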
# LAP4 TOR yeast = modulators of LAP4-GFP expression in yeast, primary screen, S. cerevisiae, multiplex flow cytometry, MLPCN library. 3 h; median GFP as percent of DMSO wells. GFP response vs DMSO, % at 10 µM. 320,000 compounds, 0.34% hits. AID 2023, 2009;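 active = GFP response vs DMSO above a set limit, about the screen mean plus 3 SD, cut at about 150% in these data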
# MEP2-GFP yeast = modulators of MEP2-GFP levels in yeast, primary screen, S. cerevisiae, multiplex flow cytometry, MLPCN library. S. cerevisiae MEP2-GFP strain, 3 h; 100% = DMSO control level. 330,000 compounds, 0.51% hits. GFP response vs DMSO, % at 10 µM;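 active = GFP response versus DMSO above a set limit, roughly screen mean plus 3 SD, cut at about 180% in these data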;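 also: median GFP fluorescence of the barcode-gated MEP2-GFP cells per well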
# Efflux pump mplx = inhibitors of Candida efflux pumps in yeast, primary screen, S. cerevisiae, Nile Red, multiplex. inhibition, % at 10 µM. AID 485275, 2010. 330,000 compounds, 0.44% hits. S. cerevisiae Candida pump triplex;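 active = plate passing quality check with inhibition over a set limit, or well fluorescence over plate mean plus 4 SD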;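 also: Nile Red retained in pooled yeast measured as flow cytometry median fluorescence; 0% = buffer negative control and 100% = Enniatin B positive control; higher means more Nile Red kept so more efflux inhibition; some compounds called inactive have numbers as strong as hits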
# CIT2-GFP yeast = modulators of CIT2-GFP expression in yeast, primary screen, S. cerevisiae, GFP fusion, multiplex flow cytometry, MLPCN library; S. cerevisiae CIT2-GFP strain, 3 h; 100 means same as DMSO wells; GFP response vs DMSO, % at 10 µM; 320,000 compounds, 0.065% hits; AID 2029, 2009;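 active = GFP response relative to DMSO above a set limit, near the screen mean plus 3 SD, cut at about 150% in these data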;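 also: ratio of well median GFP fluorescence to mean of DMSO wells on the plate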
# AGP1-GFP MLPCN = modulators of AGP1-GFP expression in yeast TOR pathway, primary screen, cell-based, multiplex flow cytometry, S. cerevisiae, MLPCN library. GFP response vs DMSO, % at 10 µM. 320,000 compounds, 0.02% hits. AID 2066, 2009. 3 h; GFP as percent of DMSO wells;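 active = GFP response relative to DMSO above a set limit, near screen average plus 3 SD, cut at about 150% in these data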;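 also: median GFP channel fluorescence of the gated AGP1 strain per well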
# AHR activator = AHR activators, primary screen, cell-based, luminescence, luciferase reporter, human. AHR-responsive luciferase reporter cells. 320,000 compounds, 2.5% hits. AID 2796, 2010. Aryl hydrocarbon receptor (Homo sapiens), P35869. activation, % at 5 µM; in the data active = activation above about 47%;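 also: 0% = vehicle wells and 100% = reference agonist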
# Target sequence (P35869 whole entry, looked up): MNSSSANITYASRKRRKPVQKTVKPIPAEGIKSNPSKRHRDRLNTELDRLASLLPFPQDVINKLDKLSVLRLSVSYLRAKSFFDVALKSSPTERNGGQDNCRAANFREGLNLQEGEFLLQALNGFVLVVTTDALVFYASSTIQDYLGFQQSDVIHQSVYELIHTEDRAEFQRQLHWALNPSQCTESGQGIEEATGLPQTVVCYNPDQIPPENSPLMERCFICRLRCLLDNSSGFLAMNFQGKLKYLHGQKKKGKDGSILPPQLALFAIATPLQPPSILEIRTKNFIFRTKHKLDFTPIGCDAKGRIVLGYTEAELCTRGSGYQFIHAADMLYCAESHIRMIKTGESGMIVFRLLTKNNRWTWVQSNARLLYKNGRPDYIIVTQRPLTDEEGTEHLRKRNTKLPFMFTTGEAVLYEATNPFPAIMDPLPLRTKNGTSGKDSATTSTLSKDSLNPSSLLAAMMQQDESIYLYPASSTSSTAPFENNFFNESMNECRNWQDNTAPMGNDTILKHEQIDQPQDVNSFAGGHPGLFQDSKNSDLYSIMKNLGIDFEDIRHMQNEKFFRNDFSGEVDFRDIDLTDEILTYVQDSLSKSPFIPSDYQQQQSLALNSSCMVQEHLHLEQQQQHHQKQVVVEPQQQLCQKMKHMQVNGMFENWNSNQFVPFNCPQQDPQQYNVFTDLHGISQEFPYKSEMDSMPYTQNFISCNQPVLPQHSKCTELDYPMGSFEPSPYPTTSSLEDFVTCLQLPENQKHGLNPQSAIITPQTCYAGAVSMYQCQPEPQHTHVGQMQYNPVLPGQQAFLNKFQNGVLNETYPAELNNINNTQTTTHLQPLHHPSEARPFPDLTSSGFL
# CR mimetic SO = reduction of superoxide in aged yeast, primary screen, HTS; 330,000 compounds, 0.18% hits; S. cerevisiae aged cells, superoxide DHE fluorescence; hits give low values; AID 2690, 2010; superoxide response (% of plate mean), % at 10 µM;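 active = superoxide response under a set limit, about three screen SD below normal, cut at about 65% in these data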;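 also: yeast aged for seven days with compound at 30 °C before DHE staining; 100% = average MFI of all compound-treated wells on the plate with controls excluded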
# * = called active by the depositor; . = no result given. Rows were taken by chance. About 3.9% of those tested had a hit in this group.
Structure	RPL19A TOR yeast	LAP4 TOR yeast	MEP2-GFP yeast	Efflux pump mplx	CIT2-GFP yeast	AGP1-GFP MLPCN	AHR activator	CR mimetic SO
Cc1cc(C)cc(NC(=O)Cc2ccc(NC3=NC4CS(=O)(=O)CC4S3)cc2)c1 (stereo not drawn)	97.0	97.1	99.9	0.1	94.7	98.8	0.7	97.5
Cc1ccc(-n2c(SCC(=O)NCC3CCCO3)nc3ccccc3c2=O)cc1C (stereo not drawn)	97.2	103.8	95.4	0.1	88.7	107.6	-0.4	99.6
CC(C)c1ccccc1-n1c(SCc2cc(=O)oc3ccc4ccccc4c23)nnc1-c1cccnc1	102.2	97.9	91.3	15.2*	93.5	110.9	23.1	105.6
Cc1ccc(OCc2nnc(-c3ccc(Cl)cc3)o2)cc1	92.0	110.0	95.8	0.1	90.0	100.1	0.2	108.9
COc1ccc(C2CC(=O)N(CC(=O)NCC3CCCO3)c3ccccc3S2)cc1 (stereo not drawn)	96.5	90.8	99.8	0.0	95.4	95.9	-1.1	97.6
CSCCC(NC(N)=O)C(=O)Nc1ccc2ccccc2c1 (stereo not drawn)	95.3	100.0	96.7	0.0	99.8	103.0	0.6	96.1
O=C(CNC(=O)Cn1ccc2ccccc2c1=O)NCCCN1CCCCCC1	99.7	103.0	105.1	0.6	102.7	95.6	-0.1	122.1
CC(C)CNS(=O)(=O)c1ccc(CCC(=O)Nc2ccc3c(c2)OCCO3)cc1	107.5	103.7	106.9	0.1	105.8	106.8	4.7	90.8
C=CCN(C(=O)CCC(=O)Nc1cc(C)on1)C(C(=O)NC1CCCC1)c1cccnc1 (stereo not drawn)	96.5	89.6	94.2	0.1	84.9	93.0	2.9	112.4
CSc1nccn1CC(=O)Nc1ccc(F)cc1	94.9	91.6	101.3	-0.2	101.6	100.1	13.8	96.2
O=C(Nc1cccnc1)c1ccc(S(=O)(=O)c2ccccc2)cc1	102.0	92.7	101.2	0.3	104.9	100.4	13.1	75.0
CN(C)S(=O)(=O)c1ccc(C(=O)Nc2ccn(C)n2)cc1	104.8	93.6	102.3	-0.1	101.0	100.1	3.2	104.8
O=C(O)C1C2C=CC(O2)C1C(=O)NCCc1cccc(Cl)c1 (stereo not drawn)	96.0	95.7	97.2	0.1	85.7	92.6	1.8	94.7
Cc1c(-c2cccs2)[n+](=O)c2c(n1[O-])CCC2	99.0	101.1	94.2	0.1	102.4	97.2	2.5	93.5
CC(C)OC(=O)c1nnc(Cc2ccc(F)cc2)o1	103.1	95.7	103.9	0.2	101.1	102.8	91.0*	103.9
COc1ccc(-c2cc(C(F)(F)F)nc(SCc3cccc(C(=O)O)c3)n2)cc1	90.4	86.9	97.8	-0.1	95.6	91.3	9.0	96.5
O=[N+]([O-])c1cc(Cl)ccc1NCCNS(=O)(=O)c1ccccc1	98.2	99.4	106.1	-0.1	100.0	96.0	1.1	104.8
CC1CC(C)CN(C(=O)C2CCN(S(=O)(=O)c3cccc4cccnc34)CC2)C1 (stereo not drawn)	99.7	99.4	110.2	0.1	102.1	102.1	2.2	108.0
Cc1cccc(C)c1NC(=O)NCc1ccco1	102.6	96.3	106.3	0.0	107.3	104.6	-0.4	84.1
CC(=O)Nc1ccc(OCc2ccc(S(=O)(=O)Cc3ccccc3)cc2)cc1	80.8	78.2	89.0	0.0	90.4	82.3	1.6	113.5
COc1ccc(NS(=O)(=O)c2cc(NC(=O)COc3ccc(OC)cc3)ccc2N2CCOCC2)cc1	92.3	87.8	89.5	-0.4	94.4	94.3	2.6	91.5
CCOc1ccccc1N=CC1=C(O)CC(c2ccccc2)CC1=O (stereo not drawn)	104.2	106.4	101.5	0.2	89.0	100.2	20.1	100.2
OCCN1CCOCCOc2ccccc2OCCOCC1	100.7	102.3	98.8	0.1	97.2	100.2	-1.4	103.4
Cn1cccc1Cc1nnc(SCC(=O)NC2CCCCC2)n1-c1ccc(F)cc1	100.0	102.2	107.4	-0.1	104.4	106.6	1.0	94.0
N#Cc1ccccc1CN1C(=O)NC2(CCCCCC2)C1=O	95.0	86.6	103.0	-0.1	93.4	92.5	3.1	122.6
Cn1c(/C=C/c2ccc(Cl)cc2)nc2ccccc2c1=O	101.5	87.8	100.3	0.2	94.6	91.5	48.8*	92.9
CCOc1ccccc1NC(=O)Nn1cnnc1	100.8	100.5	97.8	-0.1	100.8	102.7	6.7	88.5
CCOC(=O)C1=C(C)NC2=C(C1c1ccc([N+](=O)[O-])cc1)S(=O)(=O)c1ccccc12 (stereo not drawn)	108.0	99.2	109.3	0.4	120.7	86.5	4.2	90.1
CC(C)CCN1C(=O)c2ccc(C(=O)Nc3ccccc3C(=O)O)cc2C1=O	101.7	108.4	116.3	0.2	90.3	89.2	.	110.6
Cc1ccc(CN(C)C(=O)COC(=O)CSc2cc(C)c3ccccc3n2)cc1	95.6	106.2	103.5	0.1	88.9	99.8	1.1	90.6
O=C1CCC(C(=O)NC2(C(=O)NC3CCCCC3)CCCCC2)N1 (stereo not drawn)	96.7	100.0	108.3	-0.1	108.8	101.2	0.4	98.5
O=C1OCC(c2ccccc2)=C1c1ccccc1[N+](=O)[O-]	97.7	101.0	103.0	-0.1	99.7	96.4	0.8	91.4
C=C(C)C1CC=C(C)/C(=N/NC(=O)c2ccc(NC(=O)c3cccc(C)c3)cc2)C1 (stereo not drawn)	99.0	104.7	99.1	0.0	98.0	97.2	5.0	83.1
CC(=O)c1ccc(-c2ccccc2OC(F)(F)F)o1	95.0	103.1	93.0	0.0	92.5	95.7	-1.3	100.2
CCCN(CC(=O)Nc1ccccc1C)C(=O)COc1c(C)cccc1C	95.7	104.2	92.6	0.7	90.2	94.0	3.2	167.9
S=C(Nc1ccc(Cl)cc1)N1CCN(C2CCCCC2)CC1	103.7	102.7	107.3	-0.4	97.6	110.3	-0.7	96.4
CN(CCOc1ccc(-c2ccn(S(=O)(=O)c3cccc4ccccc34)n2)cc1)c1ccccn1	91.7	94.0	94.1	0.5	92.6	98.0	10.7	89.4
Cc1ccc(N2C(=O)Nc3ccccc3S2(=O)=O)cc1Cl	106.0	88.5	111.2	-0.2	110.1	103.4	-0.8	127.0
O=C(CN1CCN(c2nc(-c3ccc(F)cc3)cs2)CC1)NCc1ccc2c(c1)OCO2	95.9	124.5	101.0	-0.4	87.5	92.1	4.5	115.5
COc1ccc(C(C#N)c2ccc(=O)[nH]n2)cc1 (stereo not drawn)	95.8	112.2	100.4	0.2	91.8	97.4	16.2	83.6

# 2 entries from above in another layout.
# Screens in order – RPL19A TOR yeast, LAP4 TOR yeast, MEP2-GFP yeast, Efflux pump mplx, CIT2-GFP yeast, AGP1-GFP MLPCN, AHR activator, CR mimetic SO
N#Cc1ccccc1CN1C(=O)NC2(CCCCCC2)C1=O
→ 95.0, 86.6, 103.0, -0.1, 93.4, 92.5, 3.1, 122.6
Cn1c(/C=C/c2ccc(Cl)cc2)nc2ccccc2c1=O
→ 101.5, 87.8, 100.3, 0.2, 94.6, 91.5, 48.8*, 92.9

# Later entries
Structure	RPL19A TOR yeast	LAP4 TOR yeast	MEP2-GFP yeast	Efflux pump mplx	CIT2-GFP yeast	AGP1-GFP MLPCN	AHR activator	CR mimetic SO
O=C(/C=C/c1cccs1)N1CCN(c2ccccc2)CC1	99.4	122.3	101.5	0.2	86.8	107.7	6.2	103.0
COc1ccc(OCCCSc2ncccn2)cc1	94.2	104.1	98.8	0.0	95.3	96.9	-0.1	90.4
CC(C)c1ccc(NC(=S)NCCc2c[nH]c3ccccc23)cc1	102.1	103.0	104.4	-0.5	94.7	94.3	19.3	96.4
Cc1cc(C(C)(C)C)cc(C)c1C(=O)O	108.4	116.6	112.2	-0.1	110.0	115.5	-1.2	105.0
Cn1c(=O)c(C(=O)CN2CCCCCC2)c(N)n(Cc2ccccc2)c1=O	96.7	109.5	110.1	-0.1	104.0	110.7	1.2	99.5
CCC(CC)C(=O)Nc1cccc(C(=O)N2CCCCCC2)c1	101.6	98.9	110.3	0.0	102.4	103.7	0.4	93.9
O=C(CN(C(=O)c1csnn1)c1ccccc1)NCCc1ccccc1	99.0	101.9	93.5	-0.1	110.2	108.0	-0.2	121.3
Cc1ccc(N(CC(=O)Nc2c(C)cccc2C)S(C)(=O)=O)cc1	103.0	100.8	109.1	-0.2	102.9	104.5	-2.3	97.3
CSc1ccc(CN(C)CC(=O)Nc2cccc(Br)c2)cc1	100.6	96.9	83.8	9.7*	100.3	93.0	2.4	129.8
CCCn1c(SCC(=O)Nc2nc3c(s2)CCCC3)nc2c1c(=O)n(C)c(=O)n2C	99.5	101.1	103.1	0.1	101.4	103.2	0.8	89.8
COc1cc2c(cc1OC)CN(c1nc(CN3CCCCC3)nc3sc4c(c13)CCCC4)CC2	95.1	107.6	117.3	0.5	96.8	96.1	11.2	106.4
Cc1cccc(C)c1OCc1cc(C(=O)N2CCCCCCC2)no1	93.5	98.4	94.0	0.1	94.8	94.3	1.7	98.0
COc1cc(/C(C)=N/NC(=O)Cc2c(C)[nH][nH]c2=O)ccc1O	104.2	93.4	105.7	-0.7	106.5	99.9	0.9	89.9
Cc1ccc2cc(CN(Cc3ccco3)S(=O)(=O)c3c(C)ccc4nsnc34)c(=O)[nH]c2c1	102.8	101.5	107.7	0.3	97.7	101.9	7.1	81.2
Cc1cccc(CC(=O)Nc2cc(C)c3c(=O)oc4ccccc4c3n2)c1	98.4	96.2	123.1	0.1	97.7	99.1	10.0	114.6
CCOC(=O)N1CCN(c2cc(=O)n(-c3ccccc3C)c(=O)[nH]2)CC1	103.2	93.0	97.3	-0.1	95.7	99.0	33.8	95.4
O=C(O)C[C@H]1c2ccccc2S(=O)(=O)N1c1ccccc1	106.3	99.6	110.8	0.0	100.6	110.8	1.8	106.3
C[C@@]12CCC3[C@@](CCC4[C@@]3(C)CCC[C@@]4(C)C(=O)NCc3ccccc3)(CC1=O)C2 (stereo partly drawn)	97.7	111.4	92.1	0.0	84.1	78.0	3.2	68.3
COC(=O)[C@@H]1CCCN1Cc1nc(Cc2ccc(OC)c(OC)c2)no1	99.4	101.2	102.6	0.0	96.5	102.2	0.1	116.8
COc1ccccc1N1CCN(S(=O)(=O)c2c(C)ccc3nsnc23)CC1	97.4	97.4	103.3	0.1	96.7	94.6	-2.2	106.4
N#Cc1nc(-c2cccs2)oc1NCc1ccc2c(c1)OCO2	99.2	99.6	93.7	0.2	104.9	92.8	29.5	95.4
COC(=O)[C@H](CC(C)C)NC(=O)N1CCN(c2cccc(C(F)(F)F)c2)CC1	95.0	95.7	100.4	0.1	96.4	97.7	1.8	107.4
c1ccc(CNc2nnnn2-c2ccccc2)cc1	99.7	101.3	97.9	0.0	104.7	.	2.6	103.0
COc1ccc(F)cc1C(=O)C1CCCN(Cc2c(C)n(C)n(-c3ccccc3)c2=O)C1 (stereo not drawn)	102.0	96.8	97.9	-0.1	96.7	102.8	-0.2	103.9
Cc1ccc(CSCCNS(=O)(=O)c2ccc(C)cc2)cc1	100.9	89.3	98.1	0.3	87.1	91.2	2.9	105.0
O=C1CN(C(=O)CCCc2c[nH]c3ccccc23)c2ccccc2N1	95.1	96.1	105.7	0.0	100.5	96.9	28.6	94.6
